High-throughput results (PubChem)
Tat export inh – E. coli Tat export inhibitors, primary screen, MC4100, TorA-mCherry reporter, fluorescence, single point. hit rate 0.036% among 340,000. inhibition, % at 10 µM;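 active means mean replicate inhibition at least 50% and at least half of replicates individually reaching 50%; inconclusive means only one of the two criteria met; inactive means neither criterion met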;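 further: exported cargo escapes ClpAP degradation while cytoplasmic cargo is degraded and loses fluorescence; 0% = median of neutral control wells and 100% = median of NaSCN control wells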
AddAB inh – growth inhibition of E. coli expressing H. pylori AddAB, primary screen, AddAB inhibitor project, absorbance; AID 435030, 2010; hit rate 0.29% among 330,000; inhibition, % at 11.9 µM; in the data active means inhibition above about 12%;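 further: 0% = vehicle wells of infected cells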
E coli growth – E. coli V3065 growth inhibition, primary screen, counter-screen for AddAB inhibitor project, absorbance, OD600; 18 h; inhibition, % at 11.9 µM; hit rate 0.27% among 330,000; AID 449728, 2010;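 active means inhibition above the campaign's mean inhibition across all tested compounds plus 3 SD, cut at about 9.9% in these data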;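 further: uninfected addAB+ strain grown without phage in ampicillin broth; 0% = DMSO wells and 100% = ciprofloxacin 0.95 µg/ml wells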
CAL PDZ inh – CAL PDZ peptide-binding inhibitors, primary screen, biochemical, fluorescence polarization, Cer-tagged CAL PDZ, HTS; Golgi-associated PDZ and coiled-coil motif-containing protein (Homo sapiens), Q9HD26; AID 504414, 2011; purified CAL PDZ, TMR-peptide fluorescence polarization, 1 h; inhibition, % at 20 µM; hit rate 0.02% among 330,000;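 active means highest replicate inhibition of at least 40%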;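 further: plate controls were DMSO neutral control wells for no effect and unlabeled competitor peptide control wells for full effect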
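Read-out basis: mP drop reported as inhibition | Assay system: Tagged CAL PDZ protein CerCALP, purified | Benchmarks: Unlabelled peptide for full inhibition, DMSO wells as neutral | Schedule: 1 h incubation at room temperature before polarization reading | Buffer or medium: Sodium phosphate/NaCl buffer pH 7.4 with TCEP, IgG, Thesit | Doses: Single point, 20 µM | Measured by: Fluorescence polarization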
Rtt109 Vps75 – inhibitors of C. albicans Rtt109/Vps75 HAT, primary screen, biochemical, ThioGlo CoA-SH fluorescence, plate reader. Histone acetyltransferase RTT109 (Candida albicans (strain SC5314 / ATCC MYA-2876)), …. purified Rtt109/Vps75, 4 h. inhibition, % at 34.9 µM. hit rate 0.16% among 330,000;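 active means inhibition of at least 50% in every replicate; inconclusive means best replicate reaches 50% inhibition but some replicates fall short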
Target sequence (Q5AAJ8 whole entry, looked up): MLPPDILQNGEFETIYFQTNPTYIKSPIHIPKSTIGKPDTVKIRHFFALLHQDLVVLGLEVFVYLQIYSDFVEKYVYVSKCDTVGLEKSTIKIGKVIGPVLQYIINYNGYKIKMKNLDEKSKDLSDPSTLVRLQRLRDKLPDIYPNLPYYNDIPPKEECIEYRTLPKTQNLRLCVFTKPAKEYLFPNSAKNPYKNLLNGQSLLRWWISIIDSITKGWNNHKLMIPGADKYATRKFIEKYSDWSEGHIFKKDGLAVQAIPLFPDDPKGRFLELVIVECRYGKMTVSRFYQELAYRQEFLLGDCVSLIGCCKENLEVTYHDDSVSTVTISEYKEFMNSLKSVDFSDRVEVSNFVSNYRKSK
DAGLB inhibitor – DAGLB lipase inhibitors, primary screen, biochemical, fluorescence, HTS. inhibition, % at 5.17 µM. hit rate 0.059% among 340,000. HEK293T DAGLB membrane lysate, EnzChek fluorogenic substrate. Diacylglycerol lipase-beta (Homo sapiens), Q8NCG7. AID 504411, 2011; in the data active means inhibition above about 34%;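 further: 0% = enzyme with vehicle and 100% = wells lacking enzyme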
Target sequence (Q8NCG7 whole entry, looked up): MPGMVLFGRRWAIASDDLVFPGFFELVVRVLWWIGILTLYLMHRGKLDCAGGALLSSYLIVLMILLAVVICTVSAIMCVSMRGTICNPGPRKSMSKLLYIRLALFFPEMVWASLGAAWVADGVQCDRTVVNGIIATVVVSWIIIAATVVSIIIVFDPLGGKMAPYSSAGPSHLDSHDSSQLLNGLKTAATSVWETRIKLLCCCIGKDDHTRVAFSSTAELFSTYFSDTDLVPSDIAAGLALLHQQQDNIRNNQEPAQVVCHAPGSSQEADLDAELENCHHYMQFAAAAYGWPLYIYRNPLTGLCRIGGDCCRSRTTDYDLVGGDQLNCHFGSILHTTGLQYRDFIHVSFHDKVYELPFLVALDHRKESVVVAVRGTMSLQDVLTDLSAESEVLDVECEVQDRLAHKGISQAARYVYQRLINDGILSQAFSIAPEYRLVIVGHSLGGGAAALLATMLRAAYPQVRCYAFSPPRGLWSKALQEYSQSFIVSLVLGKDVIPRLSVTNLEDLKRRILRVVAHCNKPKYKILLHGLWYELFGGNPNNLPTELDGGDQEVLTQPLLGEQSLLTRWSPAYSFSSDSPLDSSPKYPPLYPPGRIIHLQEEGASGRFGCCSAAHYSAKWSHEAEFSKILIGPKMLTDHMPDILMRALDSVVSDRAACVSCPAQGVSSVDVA
PfHsp90 yeast 2 – growth inhibition of PfHsp90-expressing yeast, primary screen, antimalarial PfHsp90 inhibitor project, S. cerevisiae, BacTiter-Glo luminescence, single point, set 2; BacTiter-Glo ATP, 48 h; yeast lacking PDR1 and PDR3 efflux regulators; inhibition, % at 9.4 µM; hit rate 0.32% among 310,000; AID 504621, 2011;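 active means every replicate shows inhibition above about 80%, whatever the replicate mean, limit read from the data; inconclusive means mean inhibition reaches the set limit but some replicate falls short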;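 further: 0% = DMSO neutral controls and 100% = 20 µM radicicol positive controls; yeast relying on Plasmodium falciparum Hsp90 in place of its own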
Wnt act – Wnt/beta-catenin pathway activators, primary screen, cell-based, plate reader, single point; hit rate 1.2% among 300,000; Wnt/beta-catenin reporter cell assay, activator; activation, % at 9.35 µM; in the data active means activation above about 30%, passing the limit was not always enough; inconclusive means no clear call, values can overlap the other calls;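 further: 0% = neutral control wells and 100% = positive control wells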
PvdQ inh – P. aeruginosa PvdQ acylase inhibitors, primary screen, biochemical, fluorescence, plate reader and imaging, single point | PvdQ acylase [Pseudomonas aeruginosa LESB58] | purified PvdQ acylase | inhibition, % at 10 µM | hit rate 0.063% among 340,000; in the data active means inhibition above about 30%, passing the limit was not always enough; inconclusive means no clear call, values can overlap the other calls;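 further: 0% = vehicle neutral wells and 100% = reference inhibitor wells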
phage Ecoli inh – growth loss of phage-infected E. coli, primary screen, RecBCD inhibitor project, absorbance, with phage, HTS; AID 651602, 2012; hit rate 0.26% among 360,000; inhibition, % at 11.9 µM; in the data active means inhibition above about 11%
* marks the source's active call; other numbers are inactive results; ? = inconclusive; . = no result given.

SMILES | Tat export inh | AddAB inh | E coli growth | CAL PDZ inh | Rtt109 Vps75 | DAGLB inhibitor | PfHsp90 yeast 2 | Wnt act | PvdQ inh | phage Ecoli inh
COc1cc(O)c(C(CCN2CCN(c3ccccc3)CC2)c2cc(OC)c(OC)c(OC)c2)c(OC)c1 (stereo not drawn) | -4 | 3.2 | 0.7 | -6.7 | -12 | 1 | . | 1 | -19 | 2.2
Cc1ccc2c(c1)sc1nc(=O)ccn12 | 9 | 1.0 | -3.0 | 1.5 | 2 | 0 | -6 | -2 | -9 | 5.5
CSc1ccccc1NC(=O)CSc1cccc[n+]1[O-] | -6 | 0.7 | 1.1 | 0.4 | 0 | 1 | . | -3 | 9 | 2.0
O=C(/C=C/c1ccccc1)OCCN1C(=O)c2ccccc2C1=O | 4 | 0.8 | -1.7 | -0.7 | 5 | -2 | -14 | -7 | -11 | 0.6
CCOc1ccccc1CNC(=O)c1cc2occc2n1C | -11 | 0.6 | 2.4 | -2.3 | 6 | 1 | -12 | 1 | -12 | 1.9
Cc1cccc(NS(=O)(=O)c2c(C(=O)N3CCOCC3)c(C)n(C)c2C)c1C | 5 | 3.5 | 0.3 | -7.6 | -5 | 2 | -4 | 2 | -6 | 2.2
CC(=O)c1ccccc1OC(=O)c1ccc([N+](=O)[O-])o1 | 2 | 4.1 | 4.1 | 0.7 | 58* | -2 | 9 | 0 | 20 | 5.8
COc1ccccc1C(c1nnnn1CS(=O)(=O)c1ccc(C)cc1)N1CCSCC1 (stereo not drawn) | -11 | 1.9 | -3.0 | -0.1 | 8 | -11 | 27 | . | -3 | 0.4
CNC(=O)c1c(NC(=O)c2cccc(N3C(=O)CCC3=O)c2)sc2c1CCC2 | -3 | 1.2 | 0.1 | -0.5 | -2 | -1 | 5 | 2 | -4 | 0.5
CCc1nnc(NC(=O)CCS(=O)(=O)c2ccc(C)cc2)s1 | 4 | 0.2 | 1.8 | -2.2 | 11 | -3 | 12 | -4 | 0 | 4.5
CCN1CCN(c2ccc(S(=O)(=O)N3CCCCC3)cc2NC(=O)C(C)Oc2ccc(F)cc2)CC1 (stereo not drawn) | -1 | -1.9 | -1.5 | -3.2 | 14 | -2 | . | -3 | -14 | 4.0
COc1ccc(C(=O)NCCSCc2ccccc2C)cc1 | 0 | -1.9 | -1.4 | -2.4 | -2 | -2 | -14 | -1 | 4 | 1.1
Cc1cccc2[nH]c(CN(C)C(=O)C3CCC(=O)N(C4CC4)C3)nc12 (stereo not drawn) | -5 | -0.6 | 0.8 | -1.1 | -2 | 1 | 10 | 0 | -19 | 1.2
CN(C)S(=O)(=O)N1CCN(C(=O)c2cccs2)CC1 | 4 | 3.1 | -0.4 | -3.1 | 4 | 2 | -5 | 1 | -12 | 1.0
CCCCn1c(N)c(N(CC)C(=O)CSc2nnc(-c3ccco3)n2CC)c(=O)[nH]c1=O | 3 | 1.5 | 0.2 | -1.0 | -5 | 4 | 2 | -3 | -7 | -0.7
CC(=O)N[C@@H](Cc1c[nH]c2ccccc12)C(=O)OCC(=O)Nc1ccc(Cl)c(S(=O)(=O)N(C)C)c1 | -3 | -1.9 | 0.1 | -2.5 | -1 | 2 | -8 | -2 | 6 | 1.3
O=C(COC(=O)CCc1c[nH]c2ccccc12)Nc1cc([N+](=O)[O-])ccc1Cl | -2 | 0.6 | -0.9 | -2.9 | -12 | -5 | -26 | . | -10 | 2.9
CN(C(=O)c1ccc(NC(=O)Cc2cccc(NC(=O)C3CCCN(C(=O)C4CCC4)C3)c2)cc1)C1CC1 (stereo not drawn) | -1 | . | . | -0.6 | -6 | -2 | 9 | 0 | 1 | 4.2
CN1CCC(N(C)CC(=O)Nc2ccccc2N2CCOCC2)CC1 | 11 | 2.4 | -2.8 | -1.5 | -9 | -1 | -10 | . | -10 | -1.9
Cc1[nH]c2ccccc2c1C1=NNC(=Nc2ccc(F)cc2)SC1 | 7 | -1.4 | -0.7 | -1.0 | . | 2 | -6 | -8 | -27 | 3.4
CCC1=NN(C(=O)c2cccnc2)C(O)(C(F)(F)F)C1 (stereo not drawn) | -1 | 0.2 | 1.1 | 0.2 | 7 | 2 | 9 | 2 | 0 | -0.1
O=c1[nH]nc(CNc2cccc(C(F)(F)F)c2)c2ccccc12 | 7 | 1.8 | -0.3 | -1.4 | -3 | 4 | . | -5 | -14 | 5.2
O=c1c2ccc([N+](=O)[O-])cc2ncn1CCOc1ccccc1 | 3 | -1.0 | 0.2 | -0.8 | -4 | -6 | . | -1 | -10 | 1.4
CCOc1cc(NC(=O)c2ccco2)c(OCC)cc1NC(=O)c1ccco1 | 11 | 2.0 | -2.9 | -3.4 | -2 | 4 | -4 | -1 | -4 | 2.4
COc1ccc(C2=CC(=O)OC(C)(c3ccccc3)O2)cc1 (stereo not drawn) | 4 | 4.9 | 1.0 | -2.0 | -22 | -2 | 27 | -4 | -12 | 0.9
SMILES | Tat export inh | AddAB inh | E coli growth | CAL PDZ inh | Rtt109 Vps75 | DAGLB inhibitor | PfHsp90 yeast 2 | Wnt act | PvdQ inh | phage Ecoli inh
Cc1ccc(C(=O)Nc2ccccc2-c2ccccc2)cc1S(=O)(=O)Nc1cccc(C)c1C | -9 | 1.0 | 1.6 | -1.4 | -2 | 1 | . | -12 | -7 | -1.9
O=C(CCc1nc(-c2ccccc2F)no1)NCCN1CCOCC1 | 7 | 2.4 | 1.5 | -2.4 | 2 | -1 | -10 | . | 10 | 1.0
CC(=O)Nc1nonc1-c1nc2ccccc2n1C | 3 | -1.8 | -4.5 | -0.6 | -2 | -3 | -3 | -1 | 4 | 0.7
C/C(=N/OC(=O)c1ccc(Br)cc1)c1ccc(C)cc1 | 2 | 2.5 | -4.3 | 2.4 | -2 | -9 | -10 | 1 | 1 | 4.7
Cc1cc(C)cc(N=Cc2[nH]c3ccc(Br)c(Cl)c3c2O)c1 | -16 | -0.5 | -1.2 | -1.5 | ? | -33 | 2 | -5 | 1 | 0.5
O=C(Nc1ccccc1C(=O)Nc1ccccc1C(=O)NCc1ccco1)c1ccco1 | 3 | -0.1 | -3.2 | -1.7 | 0 | -5 | 7 | 0 | -7 | -0.5
CCC(Oc1ccccc1)C(=O)Nc1ccccc1C(=O)N1CCOCC1 (stereo not drawn) | -7 | -0.2 | 0.3 | -0.9 | -8 | 3 | -10 | -1 | -11 | 1.3
CCOc1ccc(NC(=O)CC2C(=O)N(C)C(=S)N2CCCc2ccccc2)cc1 (stereo not drawn) | 0 | 0.3 | -2.6 | -1.4 | -3 | 1 | 4 | -2 | -9 | 3.8
C=CCn1c(N)c(C(=O)NC2CCCCC2)sc1=S | -2 | 2.1 | -0.5 | -1.8 | 3 | 1 | . | 1 | 4 | 2.5
CCOc1ccc(NC(=O)c2ccccc2O)cc1 | 7 | 2.7 | 2.9 | -0.9 | -10 | 1 | 31 | . | 27 | 3.1
CC(C)N1CCc2c(sc(NC(=O)c3ccc([N+](=O)[O-])o3)c2C(N)=O)C1 | 31 | 100* | 100* | -2.0 | 13 | 2 | 14 | -18 | -16 | 34*
N#CCCn1nc(-c2ccccc2)cc1-n1c(C(F)(F)F)nc2ccccc21 | 13 | 0.9 | 1.9 | . | 8 | -5 | -1 | . | -6 | 5.1
O=C(COc1cccc(Cl)c1)Nc1ccc(N2CCOCC2)cc1 | -3 | -1.4 | -0.9 | -0.7 | 4 | 0 | -15 | . | -10 | 2.5
CN(C)C(=O)NC1c2ccccc2-c2ccccc21 | 2 | 1.0 | 1.4 | -0.1 | 3 | -1 | 0 | 1 | -6 | 3.2
CC(C)(C)N/N=C/c1c(O)n(-c2ccc(Cl)cn2)c(=O)c2ccccc12 | 4 | 2.4 | 0.1 | -0.7 | -2 | -1 | 0 | . | 1 | -0.2
COc1cccc(/C=C/C(=O)c2ccc[nH]2)c1 | -2 | 2.3 | -0.2 | -0.6 | -5 | 0 | -4 | . | 0 | 1.2
COC(=O)CCC(=O)Nc1nc(-c2ccccc2)cs1 | -15 | 0.2 | -1.8 | -1.5 | 16 | -4 | 1 | -2 | 2 | 3.7
Cc1nc(NCc2ccco2)nc2c1C(=O)CC(C)C2 (stereo not drawn) | -2 | 2.2 | -2.3 | -0.4 | 9 | -1 | -2 | . | 6 | 1.4
CCCc1ncc(C(O)c2cccc3ccccc23)n1C (stereo not drawn) | 8 | 0.5 | -0.4 | 1.5 | -7 | -3 | 8 | 6 | -18 | 2.5
COc1ccc(OCC(=O)Nc2ccc3c(c2)nc(CCNC(C)=O)n3C)cc1 | 1 | 0.0 | 0.1 | 0.2 | 1 | 0 | 24 | -2 | -2 | 1.1
Cc1c(C(=O)N2CCCCC2)sc(NC(=O)C(C)C)c1C#N | -10 | 2.4 | 1.5 | -2.9 | -4 | 0 | -7 | -1 | -4 | 2.6
COc1ccc(N(C)C(=O)c2cc3c(s2)-c2ccccc2OC3)c(OC)c1 | -4 | 5.4 | -0.3 | 0.5 | 8 | -9 | -14 | -9 | 4 | 0.3
Cc1cccc(NC(=O)COc2cccc3c2CCN(C)C3=O)c1 | -1 | 1.7 | 0.2 | 1.8 | 0 | 2 | -65 | 1 | -17 | 0.9
Cc1ccc(NC(=O)CN2C(=O)CN(C)C2=O)cc1S(=O)(=O)N1CCCCC1 | -3 | 3.7 | 0.0 | 0.9 | 15 | 2 | 18 | 2 | -9 | 2.3
Cc1ccccc1CN1C(=O)Nc2ccccc2C(=O)N1C(C)(C)C | -5 | 0.0 | 0.7 | -1.0 | 0 | -6 | 9 | -1 | 5 | 3.5
COC(=O)C1CCN(C(c2cccs2)c2sc3nc(C)nn3c2O)CC1 (stereo not drawn) | 15 | -3.5 | -0.2 | -0.8 | -2 | -1 | -8 | -7 | -24 | 2.2
Cc1cccc(NC(=O)c2cccc(NC(=O)Cc3cccs3)c2)c1 | -6 | 4.7 | 1.5 | -1.0 | 0 | -3 | 12 | 3 | -13 | 5.8
CN(Cc1ccccc1)C(=O)CCSc1nc(-c2ccc3c(c2)OCO3)cc(C(F)(F)F)n1 | 5 | 4.5 | 1.5 | -0.9 | -3 | -14 | 5 | . | -7 | 3.5
O=C(c1ccco1)N1CCN(Cc2cn[nH]c2-c2ccc(F)cc2F)CC1 | 0 | -0.8 | -2.3 | -2.6 | 0 | 2 | -8 | -1 | -14 | 5.0
